Bioassay records: PubChem BioAssay, The Scripps Research Institute Molecular Screening Center
pPAFAH FP inh = inhibitors of human plasma PAF acetylhydrolase (pPAFAH). Q13093. recombinant pPAFAH, FP-rhodamine probe fluorescence polarization. inhibition, % at 3.39 µM. 330,000 compounds, 1.5% hits. AID 463082;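 active means inhibition above the mean inhibition across the screen plus 3 SD, cut at about 25% in these data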;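 further: inhibitors block binding of the rhodamine activity-based probe so polarization drops; 0% = enzyme with DMSO and 100% = wells lacking pPAFAH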
LYPLA2 inh = blocks human lysophospholipase 2, a PME1 counter-screen | O95372 | recombinant LYPLA2, FP-Rh probe fluorescence polarization | inhibition, % at 5.9 µM | 320,000 compounds, 0.38% hits;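 active means inhibition above the screen-wide mean plus 3 SD, limit set per campaign, cut at about 26% in these data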;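 further: 0% = LYPLA2 with DMSO and 100% = wells lacking LYPLA2 enzyme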
Target sequence (O95372 whole entry, looked up): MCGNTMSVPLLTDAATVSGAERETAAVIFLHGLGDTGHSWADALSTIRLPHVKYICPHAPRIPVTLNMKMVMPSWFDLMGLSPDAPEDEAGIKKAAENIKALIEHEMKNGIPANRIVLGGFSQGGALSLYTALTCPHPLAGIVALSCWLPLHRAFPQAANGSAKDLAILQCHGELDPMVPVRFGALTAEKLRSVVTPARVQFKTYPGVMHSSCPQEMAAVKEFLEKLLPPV
LYPLA1 counter = LYPLA1 (human) inhibition in PME1 counter-screen. 320,000 compounds, 0.16% hits. O75608. inhibition, % at 5.9 µM. recombinant LYPLA1, FP-Rh probe fluorescence polarization;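 active means inhibition above the mean of all tested compounds plus 3 SD, set per campaign, cut at about 14% in these data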;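 further: inhibitors block serine hydrolase probe labeling of LYPLA1 so polarization falls; 0% = enzyme with DMSO and 100% = wells lacking LYPLA1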
PAFAH1B3 FP inh = inhibitors of human PAFAH1B3; inhibition, % at 3.39 µM; 340,000 compounds, 0.28% hits; AID 492972; recombinant PAFAH1B3, FP-rhodamine probe, fluorescence polarization; Q15102;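 active means inhibition above the screen-wide average of all tested compounds plus 3 SD, cut at about 25% in these data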;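 further: 0% = enzyme with DMSO only and 100% = wells lacking PAFAH1B3 protein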
Target sequence (Q15102 whole entry, looked up): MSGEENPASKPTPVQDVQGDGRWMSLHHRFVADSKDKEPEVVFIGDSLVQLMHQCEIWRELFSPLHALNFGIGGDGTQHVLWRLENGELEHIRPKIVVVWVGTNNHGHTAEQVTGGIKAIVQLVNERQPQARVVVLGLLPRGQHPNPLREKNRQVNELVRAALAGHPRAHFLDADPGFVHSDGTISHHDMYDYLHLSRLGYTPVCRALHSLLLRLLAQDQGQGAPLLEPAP
PAFAH1B2 FP inh = PAFAH1B2 (human) inhibition. P68402. inhibition, % at 3.39 µM. 340,000 compounds, 1.2% hits. recombinant PAFAH1B2, FP-rhodamine activity probe, fluorescence polarization. AID 492953;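 active means inhibition above the mean of all tested compounds plus 3 SD, cut at about 24% in these data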;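 further: 0% = enzyme with DMSO and 100% = wells lacking PAFAH1B2; many of its hits are not listed in these tables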
Target sequence (P68402 whole entry, looked up): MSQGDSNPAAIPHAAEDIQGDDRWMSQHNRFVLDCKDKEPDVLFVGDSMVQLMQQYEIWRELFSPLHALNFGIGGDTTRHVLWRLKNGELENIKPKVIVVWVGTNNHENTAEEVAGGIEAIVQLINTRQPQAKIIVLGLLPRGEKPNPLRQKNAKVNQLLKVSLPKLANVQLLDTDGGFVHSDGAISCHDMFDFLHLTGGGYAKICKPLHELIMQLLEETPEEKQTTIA
EBNA-1 inh = blocks EBNA-1 binding to DNA. EBNA-1 DNA binding, fluorescence polarization. inhibition, % at 14.8 µM. 300,000 compounds, 0.34% hits. AID 1950; in the data active means inhibition above about 28%
ZTA counter = blocks Epstein-Barr virus ZTA, an EBNA-1 counter-screen | ZTA-DNA binding, fluorescence polarization | P03206 | 320,000 compounds, 0.15% hits | inhibition, % at 11 µM; in the data active means inhibition above about 33%
Target sequence (P03206 whole entry, looked up): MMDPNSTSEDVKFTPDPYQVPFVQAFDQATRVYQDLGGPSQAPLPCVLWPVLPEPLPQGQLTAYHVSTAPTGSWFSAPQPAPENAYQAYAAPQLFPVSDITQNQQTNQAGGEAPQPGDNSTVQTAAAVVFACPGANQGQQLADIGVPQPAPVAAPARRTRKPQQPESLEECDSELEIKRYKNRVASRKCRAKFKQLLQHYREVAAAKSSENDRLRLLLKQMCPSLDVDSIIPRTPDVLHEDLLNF
PAFAH2 FP inh = inhibitors of human PAFAH2; AID 492956; Q99487; recombinant PAFAH2, FP-rhodamine activity probe, fluorescence polarization; 340,000 compounds, 0.99% hits; inhibition, % at 3.39 µM;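 active means inhibition above the mean over all tested compounds plus 3 SD, cut at about 30% in these data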;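 further: inhibitors block probe labeling of enzyme so polarization drops; 0% = enzyme with DMSO and 100% = wells lacking PAFAH2 protein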
PREPL inhibitor = inhibitors of human prolyl oligopeptidase-like enzyme PREPL; Q4J6C6; recombinant PREPL, fluorescence polarization activity-based probe; inhibition, % at 5.96 µM; 320,000 compounds, 0.68% hits; AID 2751; in the data active means inhibition above about 43%;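 further: 0% = enzyme with DMSO and 100% = wells lacking enzyme; many of its hits are not listed in these tables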
Starred values were filed as active, the others as inactive; nt = no result given. A portion of the library; count on the stated rates, not on these rows.

item	molecule	pPAFAH FP inh	LYPLA2 inh	LYPLA1 counter	PAFAH1B3 FP inh	PAFAH1B2 FP inh	EBNA-1 inh	ZTA counter	PAFAH2 FP inh	PREPL inhibitor
1	CCCCn1c(O)c(C(C)=NCCN2CCOCC2)c(=O)[nH]c1=O	0	-5	-1	3	5	11	1	-1	-5
2	COc1cccc(N=Cc2c(O)n(Cc3ccco3)c(=O)[nH]c2=O)c1	8	-8	-4	2	-3	2	6	6	-5
3	COC(=O)C1=C(c2ccc(OC(F)(F)F)cc2)C[C@@H]2CC[C@H]1N2C(=O)NCCOc1ccccc1Cl	-2	2	3	13	6	nt	-6	4	7
4	CC(C(=O)Nc1ccc(Br)cc1C(=O)c1ccccc1)N1CCOCC1 (stereo not given)	-6	-3	6	-2	5	-16	-3	-1	7
5	CCOP(=O)(OCC)C(NC(=O)C(C)C)C(Cl)(Cl)Cl (stereo not given)	2	0	-2	5	1	5	14	-1	2
6	O=C(COc1ccccc1)Nc1ccc(Cl)cc1C(=O)c1ccccc1	5	-2	0	-2	-1	17	3	-2	-5
7	COC(=O)C1=C(c2ccc(F)cc2OCc2ccccc2)C[C@@H]2CC[C@H]1N2C(=O)NCc1ccc(F)cc1	4	-7	-5	9	1	nt	0	2	5
8	CCC(C)c1ccc(N2C(=O)NC(=O)/C(=C/c3cccn3CCOc3ccc(C)cc3)C2=O)cc1 (stereo not given)	28*	-10	-7	5	17	-5	-8	25	-3
9	NP(=O)(OCCCc1ccccc1)Oc1ccc(Cl)cc1 (stereo not given)	2	-2	0	-1	95*	2	-20	12	3
10	CCC1(CC)C(=O)N(C)C(=O)NC1=NC	0	3	1	6	4	-1	-4	6	6
11	O=C(/C=C/c1ccc(Br)cc1)NC(=S)N1C[C@H]2C[C@H](C1)c1cccc(=O)n1C2	6	2	1	4	3	2	-5	-1	3
12	COP(=O)(OC)C(NC(C)=O)C(Cl)(Cl)Cl (stereo not given)	4	4	-3	-2	3	3	11	5	3
13	O=C(COC(=O)Cc1ccccc1)NC12CC3CC(CC(C3)C1)C2	35*	8	1	3	10	-14	2	55*	-9
14	Cn1c(=O)n(C)c2cc([N+](=O)[O-])c(N3CCNCC3)cc21	5	3	2	16	3	-4	-7	-9	-10
15	COC(=O)C1=C(c2cccc(OCc3ccccc3)c2)C[C@@H]2CC[C@H]1N2C(=O)NCc1cc(C)oc1C(F)(F)F	2	5	0	-2	6	nt	2	-9	12
16	Cc1ccc2c(c1)C1CN(C)CCC1N2C(=S)Nc1cccnc1 (stereo not given)	2	1	1	-2	6	-11	-4	6	5
17	O=c1[nH]c(=O)n(Cc2ccc(F)cc2)c(O)c1/C=N/Nc1ccccc1	5	2	-3	10	9	7	-2	0	-8
18	Cc1ccc(N=C(N(C)C)P(=O)(N(C)C)N(C)C)cc1	1	3	0	5	3	1	8	9	-7
19	CN(C)C(=O)Oc1ccc(Br)cc1C(=O)Nc1ccc(F)c(Cl)c1	0	-3	-3	4	11	9	-6	11	-3
20	CCc1nnc(NC(=O)CCc2nc(C3=CCN(C)CC3)no2)s1	1	6	3	2	6	-11	-16	10	4
21	O=C(c1cccc2ccccc12)C1CCCN(Cc2ccon2)C1 (stereo not given)	8	6	0	1	7	1	-10	-2	1
22	CN1CCN(c2ccc([N+](=O)[O-])c(N)c2)CC1	7	-3	-1	17	2	-6	12	-1	-2
23	CC(C)C(=O)Nc1nnc(CCN(CCc2nnc(NC(=O)C(C)C)s2)[N+](=O)[O-])s1	3	-5	1	11	3	-1	-16	0	18
24	CN1C(=O)C(C2c3ccccc3C(=O)N2Cc2ccc([N+](=O)[O-])cc2)C(=O)N(C)C1=O (stereo not given)	0	-5	0	2	3	4	5	2	-1
25	CC(=O)Nc1ccc(CC(=O)N2CCN(Cc3ccccc3)CC2)cc1	-2	-5	0	0	1	-6	-1	-15	7
26	O=C1NC(=O)C(=Cc2ccc(-c3ccc(Cl)cc3)o2)C(=O)N1	5	-2	2	10	15	-12	0	1	-4
27	COc1ccc(C(=O)C(C)(C)NO)cc1	2	-1	4	1	0	3	3	-10	13
28	CNC(C)Cc1ccccc1 (stereo not given)	2	nt	nt	10	1	nt	nt	7	12
29	O=c1cccc2n1CC1CC2CN(S(=O)(=O)c2ccc(F)cc2)C1 (stereo not given)	2	1	3	5	4	-2	-12	-3	0
30	COC(=O)c1cn(C(=O)c2cccc3ccccc23)c2ccccc12	-9	-1	-3	2	-6	-3	-12	-2	7
31	Cc1ccc(S(=O)(=O)N(C)N=O)cc1	2	-5	-1	1	-4	0	12	2	-8
32	CN(C)C(=O)Oc1ccc(OC(=O)c2ccccc2)cc1	2	10	3	12	1	16	12	-1	11
33	O=C(COc1ccc(Cl)cc1)NC1CN2CCC1CC2 (stereo not given)	-1	3	3	2	2	-6	-6	13	5
34	CCn1ccnc1CN1CCCC(C(=O)c2cc(Cl)ccc2OC)C1 (stereo not given)	1	-5	0	7	3	0	15	-5	31
35	CCOC(=O)c1ccc(N2C(=O)CC(N3CC=C(c4ccc(F)cc4)CC3)C2=O)cc1 (stereo not given)	3	-2	-1	-9	0	-3	8	-8	-5
36	CN(C)CC1CSCCC1(O)c1cccc(Cl)c1 (stereo not given)	-2	3	0	-1	-7	-11	-12	-6	12
37	COc1nc2ccccc2c(=O)n1-c1ccc(Cl)cc1	-1	-1	0	1	5	-5	21	7	9
38	N/C(=N\N=C/c1ccc(-c2ccc(O)c(C(=O)O)c2)o1)N[N+](=O)[O-]	50*	-7	-4	30*	11	3	11	12	8
39	O=Cc1cn(Cc2ccc(F)cc2)c2ccccc12	3	0	1	9	0	16	11	-4	1
40	COc1ccc(C(CNC(=O)Cc2ccc(Cl)c(Cl)c2)N(C)C)cc1 (stereo not given)	-5	0	7	7	6	-2	8	0	7
41	CC(=O)O[C@H]1C[C@@H]2CC[C@@H]3[C@H](CC[C@]4(C)C(=O)CC[C@@H]34)[C@@]2(C)C[C@@H]1OC(C)=O	-1	-4	1	8	3	-4	4	10	7
42	O=S(=O)(c1ccc(F)cc1)N1CCCC1c1cccnc1 (stereo not given)	-2	2	-2	2	3	11	4	-3	-7
43	Cc1cc(OC(=O)CCNC(=O)OC(C)(C)C)c2c3c(c(=O)oc2c1)CCC3	3	8	2	5	5	-8	3	1	10
44	Cc1c(C(=O)Nc2ccccc2)cc(-c2ccccc2)n1CCCN1CCOCC1	13	1	-3	nt	nt	-1	-9	nt	9
45	CCOC(=O)c1cccc(NC(=O)c2c(O)[nH]c(=O)[nH]c2=O)c1	1	6	-2	11	3	-1	-1	5	11
46	Cc1sc2ncn(CC(=O)NCCCC(=O)N3CCC4(CC3)OCCO4)c(=O)c2c1C	1	2	0	-5	3	-10	-2	-1	4
47	COC(=O)C1=C(c2ccc(F)cc2OCc2ccccc2)C[C@@H]2CC[C@H]1N2C(=O)NCc1ccc2c(c1)OCO2	5	-8	-6	4	5	nt	8	-3	6
48	O=[N+]([O-])c1ccc(Cl)cc1	-1	9	-1	6	4	nt	-11	7	3
49	Cc1c(NC(=O)C(C)OC(=O)Cc2ccccc2)c(=O)n(-c2ccccc2)n1C (stereo not given)	1	-6	0	-1	5	1	2	2	5
50	CN=C1CN(O)C(c2ccccc2)=c2cc(Cl)ccc2=N1	4	-2	-5	2	4	-1	0	8	0
51	COCCCn1c(N)c(C(=O)Nc2sc3c(c2C(=O)OC)CCCC3)c2nc3ccccc3nc21	-1	3	-1	-4	6	-2	-8	-7	2
52	COCCOC(=O)C1=C(C)OC(N)=C(C(=O)OC)C12C(=O)Nc1ccccc12 (stereo not given)	1	-1	-1	6	5	-7	0	0	11
53	O=C(N/N=C/c1c(O)n(C2CC2)c(=S)[nH]c1=O)c1ccccc1	6	0	-1	8	10	3	-3	0	10
54	CC1=NN=C(c2ccc(N)cc2)c2cc3c(cc2C1)OCO3	11	-9	-4	1	2	-4	3	-3	9
55	COc1cc2c(cc1OC)[C@@H]1C(=O)c3ccc4c(c3O[C@@H]1CO2)C[C@H](C(C)C)O4	1	0	2	10	-1	1	6	5	0
56	CCNCCNc1ccc([N+](=O)[O-])c2cccnc12	-6	1	0	nt	nt	0	-21	nt	10

Next entries
item	molecule	pPAFAH FP inh	LYPLA2 inh	LYPLA1 counter	PAFAH1B3 FP inh	PAFAH1B2 FP inh	EBNA-1 inh	ZTA counter	PAFAH2 FP inh	PREPL inhibitor
57	O=C(O)C1C2CC3CC(C2)CC1(n1ncc(N2CCC4(CC2)OCCO4)c(Cl)c1=O)C3 (stereo not given)	5	2	2	4	3	-12	-6	-7	1
58	CN1CCN(Cc2ccc(N)cc2)CC1	5	-3	0	7	5	-1	9	-3	3
59	CCCC(CCC)C(=O)OC[N+](C)(C)CCOC(=O)C(O)(c1ccccc1)C1CCCC1 (stereo not given)	7	4	2	11	3	-10	-29	1	32
60	CCCCn1c(O)c(C(C)=NCc2ccc3c(c2)OCO3)c(=O)[nH]c1=O	9	4	1	0	2	-5	-20	2	42
61	COC(=O)C1=C(c2ccc(Cl)c(C(F)(F)F)c2)C[C@@H]2CC[C@H]1N2C(=O)NCCO	3	0	-3	-4	-1	nt	-5	0	4
62	Cc1nn(C)c(C)c1P(=S)(c1c(C)nn(C)c1C)N(C)C	-2	2	2	-5	-6	7	1	-5	-7
63	N[C@@H]1C[C@H]1c1ccccc1	3	0	1	7	0	7	11	8	3
64	CCc1ccccc1NC(=O)CNCc1ccccc1	-3	-2	-1	0	4	-21	12	-4	-4
65	O=Cc1cn(Cc2ccc(F)cc2Cl)c2ccccc12	-5	-5	0	-2	2	-7	-5	-2	-1
66	CC(=O)NCC(=O)Nc1ccc(Br)cc1C(=O)c1ccccc1	2	4	2	10	2	4	-13	3	9
67	CCC(C)C1N=C(c2ccccc2)c2cc(Cl)ccc2N(CC(=O)NCc2ccco2)C1=O (stereo not given)	0	3	1	-4	3	-4	10	-5	2
68	CCOc1ccccc1-n1c(O)c(C=Nc2ccc(N(CC)CC)cc2)c(=O)[nH]c1=O	44*	-1	-1	4	3	0	37*	-1	11
69	CC(C)(C)NC(=O)CN1CCCN(C(=O)COc2ccc(Cl)c3ccccc23)CC1	8	2	0	1	1	nt	6	3	26
70	Cn1c(O)c(C=NCCc2c[nH]c3ccccc23)c(=O)n(C)c1=O	-1	4	-1	-3	2	6	-2	0	10
71	Cc1cccc(NC(=O)COC(=O)c2cc(C)n(C3CC3)c2C)c1	5	-2	-4	2	8	nt	4	40*	6
72	C=CCN(CC#CCOc1ccccc1OC)CC=C	4	1	5	nt	nt	-2	8	nt	2
73	Cn1cc(C(=O)N2CCC3(CC2)OCCO3)c2c3ccccc3n(C)c2c1=O	2	-5	-3	5	5	-1	6	-9	2
74	CC(C(=O)c1c[nH]c2ccccc12)N1CCOCC1 (stereo not given)	7	6	-1	2	6	-8	7	1	6
75	O=c1c2ccccc2nc(CNCC2CCCO2)n1-c1ccc(F)cc1 (stereo not given)	-2	-4	-1	4	0	-4	10	-1	5
76	CN(C)CCN=Cc1c(O)n(CCC2=CCCCC2)c(=O)[nH]c1=O	-3	-4	-2	8	6	-8	4	0	-1
77	CC(C(=O)c1ccc(Cl)cc1Cl)n1cncn1 (stereo not given)	-2	-1	0	5	0	1	5	0	-5
78	CCC(C)n1c(O)c(C=Nc2cccc(C(F)(F)F)c2)c(=O)[nH]c1=S (stereo not given)	-5	-17	-8	-94	-58	5	-9	-51	-4
